CR mimetic SO – caloric restriction mimetics inhibiting age-related superoxide in yeast; S. cerevisiae aged cells, superoxide DHE fluorescence; stronger effect = lower value; superoxide response (% of plate mean), % at 10 µM; 330,000 tested, 0.18% active;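 active = superoxide response under a set limit, about three screen SD below normal, cut at about 65% in these data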;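 also: yeast aged for seven days with compound at 30 °C before DHE staining; 100% = average MFI of all compound-treated wells on the plate with controls excluded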
MCL1-BIM inh – inhibitors of human MCL1 binding to BIM-BH3 peptide | Q07820 | GST-MCL1 / FITC-Bim-BH3 fluorescence polarization | inhibition, % at 10.9 µM | 320,000 tested, 0.68% active;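 active = inhibition above the mean inhibition of all tested compounds plus 3 SD, set per campaign, cut at about 40% in these data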;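 also: 0% = DMSO wells and 100% = unlabeled Bim-BH3 peptide control; higher means more loss of mP so more displacement of Bim peptide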
Target sequence (Q07820 whole entry, looked up): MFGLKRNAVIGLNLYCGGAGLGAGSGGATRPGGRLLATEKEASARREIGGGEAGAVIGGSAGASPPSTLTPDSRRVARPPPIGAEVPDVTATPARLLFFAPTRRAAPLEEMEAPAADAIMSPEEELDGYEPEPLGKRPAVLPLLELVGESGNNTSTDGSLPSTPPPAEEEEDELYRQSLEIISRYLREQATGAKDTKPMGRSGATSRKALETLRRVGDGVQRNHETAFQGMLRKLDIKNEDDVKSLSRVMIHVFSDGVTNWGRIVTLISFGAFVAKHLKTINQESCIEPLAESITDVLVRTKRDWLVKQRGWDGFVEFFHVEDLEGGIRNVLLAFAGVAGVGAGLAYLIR
MEX-5 binding – C. elegans MEX-5 TCR-2 RNA binding activity | Q9XUB2 | MEX-5/FITC-TCR2 RNA binding, fluorescence polarization; stronger effect = lower value | activity score (negative = inhibition of binding), % at 10 µM | 300,000 tested, 0.38% active;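 active = inhibition past about -25% in most replicates, and total fluorescence under double the plate's negative control median, limit read from the data; inconclusive = replicates evenly split on the limit, or fluorescence at least double controls; inactive = too little inhibition in most replicates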;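 also: 0% = DMSO and -100% = 5 µM competing unlabeled TCR2 RNA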
Target sequence (Q9XUB2 whole entry, looked up): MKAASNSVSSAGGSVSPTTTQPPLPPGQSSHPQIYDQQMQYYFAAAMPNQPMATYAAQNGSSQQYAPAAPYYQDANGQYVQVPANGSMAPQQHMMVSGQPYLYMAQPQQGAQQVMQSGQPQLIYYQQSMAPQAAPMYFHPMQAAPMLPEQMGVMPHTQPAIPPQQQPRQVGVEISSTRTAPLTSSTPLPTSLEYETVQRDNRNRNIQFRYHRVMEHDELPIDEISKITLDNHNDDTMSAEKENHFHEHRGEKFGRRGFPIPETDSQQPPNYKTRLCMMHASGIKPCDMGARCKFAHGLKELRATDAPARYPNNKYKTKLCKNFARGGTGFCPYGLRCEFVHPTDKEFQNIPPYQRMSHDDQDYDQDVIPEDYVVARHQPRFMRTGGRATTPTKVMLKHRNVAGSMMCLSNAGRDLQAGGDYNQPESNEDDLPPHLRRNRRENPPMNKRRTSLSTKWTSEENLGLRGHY
GLD-1 RNA inh – GLD-1-TGE RNA interaction inhibition (C. elegans) | purified GLD-1 + fluorescein TGE RNA, fluorescence polarization | 320,000 tested, 0.44% active | inhibition, % at 5.96 µM | Q17339 | AID 2280;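 active = percent inhibition above a per-plate cutoff, the plate mean of test compounds plus 3 SD, cut at about 30% in these data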;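 also: 0% = DMSO wells with GLD-1 and probe and 100% = wells lacking GLD-1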
BCLXL inh – blocks human Bcl-xL binding to Bim BH3 peptide | AID 2129 | Q07817 | inhibition, % at 10.9 µM | 320,000 tested, 0.7% active | GST-Bcl-xL / FITC-Bim BH3 peptide fluorescence polarization;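 active = inhibition above the mean of all tested compounds plus 3 SD, cutoff set per campaign, cut at about 30% in these data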;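 also: 0% = DMSO wells and 100% = unlabeled Bim-BH3 peptide competitor; inhibitors lower millipolarization by displacing the labeled peptide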
GRK2 inh – blocks RNA aptamer binding to human GRK2 | bead flow cytometry, FAM-aptamer displacement from GRK2 | inhibition of aptamer binding, % at 10 µM | P25098 | AID 488847 | 330,000 tested, 0.59% active;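 active = inhibition of aptamer binding above 40%, roughly 3 SD of noise, on plates passing a quality check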;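 also: median bead fluorescence of bound FAM aptamer so fluorescent compounds give negative values; no value below 0 was filed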
CIT2-GFP yeast – modulators of TOR pathway CIT2-GFP in S. cerevisiae. S. cerevisiae CIT2-GFP strain, flow cytometry, 3 h; 100 means same as DMSO wells. GFP response vs DMSO, % at 10 µM. 320,000 tested, 0.065% active. AID 2029;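 active = GFP response relative to DMSO above a set limit, near the screen mean plus 3 SD, cut at about 150% in these data; inconclusive = Fewer than 70 cells measured for a yeast strain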;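 also: ratio of well median GFP fluorescence to mean of DMSO wells on the plate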
AGP1 TOR yeast – alters AGP1-GFP fluorescence in TOR pathway yeast screen; S. cerevisiae AGP1-GFP multiplex flow cytometry, 3 h; GFP as percent of DMSO wells; GFP response vs DMSO, % at 10 µM; 320,000 tested, 0.02% active;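 active = GFP response relative to DMSO above a set limit, near screen average plus 3 SD, cut at about 150% in these data; inconclusive = fewer than 70 cells counted for the yeast strain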;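 also: median GFP channel fluorescence of the gated AGP1 strain per well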
VLA-4 inh – inhibition in a human VLA-4 binding assay; VLA-4 expressing cells, ligand binding flow cytometry; inhibition, % (about 7 µM as worked out from the volumes in the protocol); 330,000 tested, 0.2% active; in the data active = inhibition above about 50%
* = called active by the depositor; u = inconclusive; x = not tested or not shown; [ ] = another dose, or the depositor's remark.

The line under a structure holds: GLD-1 RNA inh	MCL1-BIM inh	BCLXL inh	AGP1 TOR yeast	VLA-4 inh	CIT2-GFP yeast	GRK2 inh	MEX-5 binding	CR mimetic SO
(1) Cc1ccc(NC(=O)/C(C#N)=C/c2ccc(C)s2)c(C)c1
    6	41*	48*	u	-67	u	1	-54*	98
(2) CC[n+]1ccc(C)c2cc(P(=O)(c3ccccc3)c3ccccc3)ccc21
    8	-17	-8	109	1	x	9	-3.8	97
(3) COC(=O)c1ccc(S(=O)(=O)N2CCOCC2)o1
    -3	0	1	115[may fluoresce green]	-6	159*[may fluoresce green]	0	-1.8	115
(4) Cc1cc(C)c(NC(=O)CSc2nc3ncc(Br)cc3[nH]2)c(Cl)c1
    8	2	5	93	-1	97	0	-1.7	100
(5) CN(C)c1ccc(C(C#N)c2ccccc2)nn1 (centres undefined)
    5	3	8	97	6	95	0	0.3	100
(6) O=C(NCCc1ccccc1)c1ccc(Cl)c(S(=O)(=O)N2CCCC2)c1
    -1	-3	0	101	25	97	0	-0.9	105
(7) CC(C(=O)NCc1ccc2c(c1)OCO2)N(c1ccccc1)S(C)(=O)=O (centres undefined)
    11	1	2	108	10	95	1	-0.3	92
(8) CC1(c2nnc(-c3ccc(F)cc3)o2)CC(c2ccncc2)=NO1 (centres undefined)
    13	6	9	103	5	99	1	-2.1	91
(9) COCCNC(=O)C1=C(N)C(C(=O)Nc2ccc(C)c(S(=O)(=O)N3CCCCC3)c2)SC1=Nc1ccc(C)cc1C (centres undefined)
    4	-3	-1	105	3	97	0	-0.1	106
(10) Clc1ccccc1CNc1nc2ccccc2n2cnnc12
    4	-8	1	103	-20	93	0	1.3	96

BCLXL inh, hit marks shown above.
| entry | Compound | GLD-1 RNA inh | MCL1-BIM inh | BCLXL inh | AGP1 TOR yeast | VLA-4 inh | CIT2-GFP yeast | GRK2 inh | MEX-5 binding |
| --- | --- | --- | --- | --- | --- | --- | --- | --- | --- |
| 1 | Cc1ccc(NC(=O)/C(C#N)=C/c2ccc(C)s2)c(C)c1 | 6 | 41* | 48* | u | -67 | u | 1 | -54* |

Next part
The line under a structure holds: GLD-1 RNA inh	MCL1-BIM inh	BCLXL inh	AGP1 TOR yeast	VLA-4 inh	CIT2-GFP yeast	GRK2 inh	MEX-5 binding	CR mimetic SO
(11) COc1cc(OC)cc(C(=O)NNC(=O)CN2C(=O)NC(C)(c3ccc(C)cc3)C2=O)c1 (centres undefined)
    5	3	5	104	-10	100	5	0.6	86
(12) CC(C)c1cccc(C2=CC(=O)C[C@H](c3ccc4c(c3)OCO4)C2)c1
    2	1	2	95	-3	97	3	x	97
(13) CCN(CC(=O)Nc1ccc(N2CCOCC2)cc1)C(=O)c1ccc(C#N)cc1
    -3	1	0	97	9	114	1	-1.4	112
(14) Nc1nc(C(F)(F)F)c(Br)c(=O)n1N
    -3	7	0	101	-1	99	4	-2.2	92
(15) COc1ccc(NC2=CC(c3ccc(F)cc3)N(c3ccc(OC)cc3)C2=O)cc1 (centres undefined)
    -2	-11	2	104	13	106	0	-1.3	97
(16) CCOC(=O)c1c(C)n(CCNC(C)=O)c2ccc(OC)cc12
    -5	1	5	105	4	92	17	0.9	97
(17) CCC1CCC(C(=O)NNC(=O)c2cc(-c3ccco3)[nH]n2)CC1 (centres undefined)
    -14	1	-3	100	15	96	0	1.3	141
(18) COc1ccc(C(=O)N2CCN(C(=O)C3COc4ccccc4O3)CC2)cc1 (centres undefined)
    -1	3	-1	97	1	95	0	-0.5	83
(19) COc1ccc(/C=C(\NC(=O)c2ccco2)C(=O)NC(Cc2ccccc2)C(=O)O)cc1 (centres undefined)
    4	2	4	96	15	93	1	2.8	97
(20) Cc1cnc(C(=O)Oc2cccc(Cl)c2Cl)cn1
    -1	4	9	94	0	96	0	0.1	102

The line under a structure holds: GLD-1 RNA inh	MCL1-BIM inh	BCLXL inh	AGP1 TOR yeast	VLA-4 inh	CIT2-GFP yeast	GRK2 inh	MEX-5 binding	CR mimetic SO
(21) O=C1c2ccccc2S(=O)(=O)c2cc(N3CCN(C(=O)c4ccccc4)CC3)ccc21
    5	6	21	98	16	98	2	-8.8	94
(22) O=C(/C=C/c1ccccc1[N+](=O)[O-])OCC(=O)N1CCCC1
    7	-1	0	107	6	90	0	x	105
(23) CS(=O)(=O)NCCn1ccc2ccccc21
    7	3	3	92	24	97	4	1.1	108
(24) COc1ccc(N2CC(C(=O)Nc3nnc(SCC(=O)N4CCCC4)s3)CC2=O)cc1 (centres undefined)
    -3	3	-2	105	20	97	1	-2.7	106
(25) CC(C)(C)Cc1nc(-c2ccccn2)no1
    -8	4	3	104	27	97	0	0.3	94
(26) O=C(Nc1ccccc1C(=O)NCc1ccccc1)c1ccco1
    -3	-1	2	100	1	86	2	0.1	102
(27) COc1ccc(N2CC(NC(=O)N3CCN(C(=O)c4ccco4)CC3)CC2=O)cc1OC (centres undefined)
    7	1	2	101	-11	103	0	1.5	98
(28) O=C1/C(=C/c2cccnc2)Sc2ccccc21
    10	23	12	86	17	88	0	-1.7	111
(29) Cc1ccc(S(=O)(=O)Nc2ccc(N(C)S(=O)(=O)c3ccc(C)cc3)cc2)cc1
    6	-3	3	109	-4	101	2	2.3	108
(30) CC1CCCC(C)N1CCNC(=O)Nc1ccc(Cl)cc1 (centres undefined)
    10	2	0	99	x	101	0	1.6	94

The line under a structure holds: GLD-1 RNA inh	MCL1-BIM inh	BCLXL inh	AGP1 TOR yeast	VLA-4 inh	CIT2-GFP yeast	GRK2 inh	MEX-5 binding	CR mimetic SO
(31) CC(=O)N[C@@H](C)c1nc2ccccc2n1CCCN1CCN(c2nc(-c3ccc(C)cc3)cs2)CC1
    2	4	6	83	13	69	0	1.8	93
(32) O=C(N1CCCCC1)C1(c2ccccc2)CCOCC1
    3	4	6	108	8	101	0	0.4	93
(33) COc1cccc2cc(-c3ccnc(N)n3)oc12
    0	-1	5	114	18	109	3	-1.6	88
(34) Cc1cc(C)nc(NS(=O)(=O)c2ccc(NC(=O)c3ccc(N4C(=O)CCC4=O)cc3)cc2)n1
    3	9	6	87	17	98	0	-0.5	109
(35) CC1=CC2CC1C1C(=O)N(c3ccc(S(=O)(=O)Nc4nc(C)cc(C)n4)cc3)C(=O)C21 (centres undefined)
    4	-1	9	104	-13	103	1	0.2	101
(36) O=C(Cn1c(=O)[nH]c2ccsc2c1=O)N1CCN(c2ccc(F)cc2)CC1
    7	2	4	102	-28	101	1	0.2	85
(37) O=C(CNC(=O)c1ccccc1)NCC(=O)OCC(=O)c1ccc([N+](=O)[O-])cc1
    5	7	6	101	-3	95	11	-1.1	121
(38) COc1ccc(OC)c(C(=O)c2c(C)oc3cc(Br)c(O)c(CN(C)C)c23)c1
    1	9	9	100	5	91	0	2.9	82
(39) COc1ccc(N(CC(=O)Nc2cccc(C(=O)O)c2)S(=O)(=O)c2c(C)noc2C)cc1
    2	10	7	107	2	100	1	x	90
(40) Cc1nnc(SCC(=O)Nc2ccc(S(=O)(=O)N3CCCC3)cc2)n1N
    -4	-11	-8	103	-3	95	0	-2.1	83

The line under a structure holds: GLD-1 RNA inh	MCL1-BIM inh	BCLXL inh	AGP1 TOR yeast	VLA-4 inh	CIT2-GFP yeast	GRK2 inh	MEX-5 binding	CR mimetic SO
(41) CCOC(=O)C1=C(CC)Nc2ccccc2N=C1NC(=O)c1cccc(S(=O)(=O)N2CCOCC2)c1
    0	-18	-9	96	-2	93	3	x	111
(42) CC1CCCC(NC(=O)CSc2ncccc2C(=O)O)C1C (centres undefined)
    -2	5	1	106	1	107	0	-0.5	111
(43) O=C(NCc1cccs1)c1cccc(Nc2nc3ccc(Br)cc3[nH]2)c1
    0	-5	3	99	18	93	0	5.4	107
(44) O=C(Nc1cccc(-c2nc3cc(Cl)ccc3o2)c1)C1CCCO1 (centres undefined)
    2	1	4	76	-2	75	2	3.3	115
(45) COc1cc(/C=C(\CC(=O)O)c2nc3ccccc3s2)cc(OC)c1O
    -4	15	17	98	-9	115	1	0.2	132
(46) COc1ccccc1OCCNC(=O)Cc1ccc(S(=O)(=O)N2CCOCC2)s1
    3	0	3	108	-5	101	0	-0.5	102
(47) CCCNC(=S)NC1CC2CCC(C1)N2Cc1ccccc1 (centres undefined)
    0	9	4	98	3	95	0	0.0	90
(48) COC(=O)CN(c1cccc(C(C)=O)c1)S(C)(=O)=O
    3	1	4	108	3	x	0	1.0	108
(49) COC(=O)/C=C1/N/C(=N\c2nc(C)cc(C)n2)N(c2ccccc2)C1=O
    -5	5	0	100	-20	109	0	0.4	91
(50) CC1(C)Cc2noc(N)c2C(C)(C)N1O
    4	5	10	103	3	94	2	-3.2	94

The line under a structure holds: GLD-1 RNA inh	MCL1-BIM inh	BCLXL inh	AGP1 TOR yeast	VLA-4 inh	CIT2-GFP yeast	GRK2 inh	MEX-5 binding	CR mimetic SO
(51) COc1ccc(N(CC(=O)N2CCC(Cc3ccccc3)CC2)S(C)(=O)=O)cc1
    6	-1	0	100	-5	95	0	-2.2	97
(52) CCCOc1c(Br)cc(C(N)=O)cc1OCC
    -8	11	0	101	17	93	3	-0.8	115
(53) Cc1ccc(OCCSc2nnc(C)c(=O)n2N)cc1
    -3	-8	1	101	-1	x	2	-0.6	91
(54) COc1cc2nc(C3CCC3)nc(N3CCN(c4ccccn4)CC3)c2cc1OC
    -7	-1	7	99	2	95	0	2.7	105
(55) CCCn1c(NC(=O)CSCC(=O)Nc2cc(C)on2)nc2ccccc21
    2	-10	-9	98	6	94	0	-1.0	101
(56) COc1ccccc1C(=O)NC(=S)Nc1ccc(NC(=O)c2cccs2)cc1
    3	9	8	97	35	99	2	-2.8	97
(57) O=Cc1ccc(O)cc1O
    1	4	3	92[may fluoresce red]	-8	114[may fluoresce red]	0	-0.5	108
(58) COc1ccc(-c2cc3nc4n(c(=O)c3s2)CCC4)cc1
    11	6	6	65	-5	68	2	1.5	95
(59) O=C(CC(Cc1ccccc1)C(=O)O)Nc1ccccc1 (centres undefined)
    0	1	4	97	18	96	1	-1.4	50*
(60) CC(C)(C)C(=O)NC1(C(F)(F)F)NC(=O)N(Cc2ccccc2)C1=O (centres undefined)
    3	2	3	110	-3	110	2	-1.1	95
(61) CCC(=O)n1nc(-c2ccc(OC)cc2)nc1SC
    2	-5	-10	99	-4	106	2	-2.1	90
(62) N#Cc1c(-c2ccc(Cl)cc2)ccn2nc(CCC(=O)O)nc12
    -2	0	9	96	-3	83	5	0.5	96

Screening data (PubChem BioAssay)
